m-calpain inh = blocks pig calpain II enzyme activity. purified calpain II, fluorogenic peptide substrate, 30 min. inhibition, % at 16 µM. hit rate 0.37% among 220,000. AID 1236;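 active means inhibition above about 50%, limit read from the data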
eIF4E 4G PPI = blocks eIF4E binding to eIF4G. P63073+Q04637. TR-FRET eIF4E-eIF4GI(517-606) binding, 2 h. inhibition, % at 21.7 µM. hit rate 0.37% among 220,000. AID 782;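 active means inhibition above about 30%, limit read from the data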;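 further: 0% = full FRET control wells and 100% = background wells lacking eIF4GI fragment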
Tb hexokinase = blocks Trypanosoma brucei hexokinase 1 activity; AID 1430; inhibition, % at 10 µM; hit rate 0.11% among 220,000; recombinant TbHK1, G6PDH-coupled NADH A340;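 active means inhibition of 50% or more in the single-dose primary screen; inactive means inhibition below 50%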
EP2 mod = modulates human prostaglandin E2 receptor EP2 signaling; hit rate 0.83% among 260,000; EP2-expressing cells, cAMP HTRF FRET, PGE2 co-stimulation; AID 940; induction, % at 25 µM; P43116;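 active means compounds whose cAMP rise, as percent of the full-agonist control response, exceeds 60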;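 further: rat C6 glioma line stably carrying human EP2 under a CMV promoter; the protocol text gives 20 µM as final concentration; 100% = response of wells given 1 µM PGE2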
Target sequence (P43116 whole entry, looked up): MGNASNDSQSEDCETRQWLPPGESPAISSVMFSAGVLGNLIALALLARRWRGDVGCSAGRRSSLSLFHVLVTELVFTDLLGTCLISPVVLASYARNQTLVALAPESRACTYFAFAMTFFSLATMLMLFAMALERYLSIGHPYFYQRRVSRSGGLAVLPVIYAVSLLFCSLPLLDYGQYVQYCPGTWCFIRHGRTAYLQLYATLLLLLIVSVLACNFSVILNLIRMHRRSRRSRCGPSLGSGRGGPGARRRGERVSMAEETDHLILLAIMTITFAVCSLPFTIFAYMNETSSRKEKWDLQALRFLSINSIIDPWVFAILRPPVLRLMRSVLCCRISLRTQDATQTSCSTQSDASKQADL
Rad51 HR inh = Rad51 (human) homologous recombination inhibition. hit rate 0.085% among 200,000. Q06609. AID 1385. hRad51 DNA strand exchange, fluorescence dequenching. inhibition, % at 10 µM;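 active means inhibition above 40% at the single screening dose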;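 further: 0% = DMSO control wells and 100% = blanks with heterologous ssDNA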
Target sequence (Q06609 whole entry, looked up): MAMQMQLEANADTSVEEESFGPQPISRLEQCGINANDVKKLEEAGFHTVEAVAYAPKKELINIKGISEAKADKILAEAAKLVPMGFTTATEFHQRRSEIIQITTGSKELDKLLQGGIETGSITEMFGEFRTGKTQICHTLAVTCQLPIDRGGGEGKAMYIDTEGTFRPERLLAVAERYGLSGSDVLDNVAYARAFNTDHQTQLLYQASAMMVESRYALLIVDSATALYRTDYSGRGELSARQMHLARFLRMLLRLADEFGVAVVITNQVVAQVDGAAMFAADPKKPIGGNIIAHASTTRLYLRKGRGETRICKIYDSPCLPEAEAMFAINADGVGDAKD
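Material: hRad51 filaments on single-stranded DNA; Reagent: Donor/quencher-labelled 47-bp dsDNA substrate; Compound: 10 µM final, single point; Schedule: 37 °C 15-min filament assembly, 30-min compound preincubation, 15-min exchange; Technique: FRET fluorescence, excitation 485 nm, emission 520 nm; Benchmarks: control wells and blank wells on each plate.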
14-3-3 Bad inh = disrupts binding of bovine 14-3-3 zeta to phospho-Bad peptide | inhibition, % at 21.7 µM | AID 781 | hit rate 0.71% among 220,000 | TR-FRET 14-3-3zeta/Dy647-pBad peptide displacement, 1 h | P63103;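 active means inhibition above about 70%, limit read from the data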;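 further: 0% = full 14-3-3 plus peptide FRET controls and 100% = background without 14-3-3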
Target sequence (P63103 whole entry, looked up): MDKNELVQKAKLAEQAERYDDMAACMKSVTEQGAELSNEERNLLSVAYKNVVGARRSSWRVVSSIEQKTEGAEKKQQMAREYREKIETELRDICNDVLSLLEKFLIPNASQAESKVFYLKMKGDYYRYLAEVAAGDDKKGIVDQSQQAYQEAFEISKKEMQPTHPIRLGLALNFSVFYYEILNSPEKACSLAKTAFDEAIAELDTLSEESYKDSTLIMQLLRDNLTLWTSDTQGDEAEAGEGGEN
EP2 antag = blocks the human prostaglandin E2 receptor EP2 | P43116 | C6 glioma cells expressing human EP2, cAMP TR-FRET; cells stimulated with saturating PGE2 | inhibition, % at 25 µM | hit rate 0.52% among 260,000 | AID 1422;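 active means percent inhibition above 40 after rounding to a whole number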;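 further: rat C6 glioma host cells with rolipram phosphodiesterase inhibitor present; the protocol text gives 20 µM as final concentration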
L929 necroptosis = blocks zVAD induced death of L929 cells; viability rescue, % at 10 µM; AID 1377; L929 zVAD necroptosis rescue, ATP luminescence, 24 h; with zVAD 60 µM; hit rate 0.38% among 220,000;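 active means activation, scaled between plate controls, above about 75%, limit read from the data; inactive means activation under that limit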;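 further: 0% = zVAD with DMSO and 100% = DMSO alone without zVAD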
Hck Nef HTS = blocks Nef-activated human Hck kinase | AID 463187 | hit rate 0.68% among 220,000 | P08631 | Recombinant Hck-YEEI plus Nef, Z-Lyte FRET kinase assay | inhibition, % at 20 µM;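 active means Hck-Nef kinase inhibition above about 50%, limit read from the data; inactive means inhibition below that limit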;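 further: 0% = DMSO with Hck plus Nef and 100% = Hck alone without Nef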
Active calls of the source: *; i = inactive; / = not tested or not shown; [ ] = another dose, or the depositor's remark. These rows are one share of the data (hit frequency here may not be typical).

cpd | smiles | EP2 antag | Rad51 HR inh | Tb hexokinase | EP2 mod | eIF4E 4G PPI
1 | CC1CCN(S(=O)(=O)c2cn(CC(=O)N3CCN(C)CC3)c(=O)c3ccccc23)CC1 | 2 | -6 | -4 | 8 | 6
2 | Cc1cc(Cl)ccc1NC(=S)NCc1cccs1 | 31 | -8 | -1 | -17 | 0
3 | CCOC(=O)c1cc(C(=O)Nc2ccc(C)c(F)c2)nn1C | 2 | 4 | 4 | 5 | -5
4 | COc1ccc(/C=N/Nc2nc(N3CCCC3)nc(N3CCCC3)n2)cc1O | 14 | 4 | -33 | -13 | 6
5 | CC(=O)c1cccc(NC(=O)c2nc(-c3ccccc3)oc2C)c1 | 5 | -3 | 2 | 38 | 40*
6 | Cn1ccnc1/C(=N\NC(=O)c1ccc(O)cc1)c1cccc([N+](=O)[O-])c1 | 8 | / | -62 | 8 | -2
7 | COC(=O)c1ccc(-n2nc(C(F)(F)F)c3c2-c2ccoc2CC3)cc1 | 10 | -3 | 3 | 72* | -2[fluorescence artefact?]
8 | COC(=O)c1cc2n(n1)CCN(Cc1ccccc1Cl)C2=O | / | / | 0 | -9 | -4
9 | N#Cc1nc(-c2ccc(F)cc2)oc1NCc1ccccc1 | 11 | 3 | -8 | -9 | 2
10 | CCOC(=O)C1CCN(S(=O)(=O)c2ccc(C(C)(C)C)cc2)CC1 | 7 | -1 | 0 | 4 | 1
11 | Cc1ccc(C23CC4CC(CC(CC(=O)N5CCOCC5)(C4)C2)C3)cc1 | 8 | 2 | 6 | -26 | 6[fluorescence artefact?]
12 | CN(c1nc2ccccc2n2c(C3CC3)nnc12)S(=O)(=O)c1ccccc1 | 7 | / | -18 | 15 | 4
13 | O=C(C[n+]1ccc(C(=O)NCc2ccccc2)cc1)c1ccc(OC(F)F)cc1 | 12 | / | 4 | -27 | -1
14 | CC(=O)Nc1ccc(C(=O)NNC(=O)Cc2ccccc2)cc1 | 10 | -3 | -1 | 38 | 6
15 | O=C(Cc1cccs1)N(Cc1ccco1)C1(C(=O)NC2CCCCC2)CCCCC1 | 4 | -5 | 7 | 59 | 4[fluorescence artefact?]

cpd | Hck Nef HTS | L929 necroptosis | m-calpain inh | 14-3-3 Bad inh
1 | 1 | -0.6 | -34 | 5
2 | 0 | -0.4 | 13 | -7
3 | 106* | 0.4 | 1 | -3
4 | 2 | 0.4 | 16 | -8
5 | 22 | 2.2 | -27 | -18
6 | 19 | -0.3 | 10 | -9
7 | 0 | -0.1 | -19 | 0
8 | -1 | -0.2 | 4 | 6
9 | 1 | 0.2 | -24 | 1
10 | 19 | -0.3 | -37 | -4
11 | -1 | -0.5 | 20 | -14
12 | 17 | 0.4 | -16 | 15
13 | 5 | -0.1 | 17 | -4
14 | 17 | 72 | -13 | -10
15 | 1 | -0.8 | 13 | -16

Single records, as listed above. Values in the order: EP2 antag	Rad51 HR inh	Tb hexokinase	EP2 mod	eIF4E 4G PPI	Hck Nef HTS	L929 necroptosis	m-calpain inh	14-3-3 Bad inh
Record of CC1CCN(S(=O)(=O)c2cn(CC(=O)N3CCN(C)CC3)c(=O)c3ccccc23)CC1 : 2	-6	-4	8	6	1	-0.6	-34	5
Record of CC(=O)c1cccc(NC(=O)c2nc(-c3ccccc3)oc2C)c1 : 5	-3	2	38	40*	22	2.2	-27	-18
Record of CCOC(=O)c1cc(C(=O)Nc2ccc(C)c(F)c2)nn1C : 2	4	4	5	-5	106*	0.4	1	-3

Back to the main list, repeating the 2 entries before the break.
cpd | smiles | EP2 antag | Rad51 HR inh | Tb hexokinase | EP2 mod | eIF4E 4G PPI
14 | CC(=O)Nc1ccc(C(=O)NNC(=O)Cc2ccccc2)cc1 | 10 | -3 | -1 | 38 | 6
15 | O=C(Cc1cccs1)N(Cc1ccco1)C1(C(=O)NC2CCCCC2)CCCCC1 | 4 | -5 | 7 | 59 | 4[fluorescence artefact?]
16 | O=C(O)COc1ccccc1/C=N/NC(=O)c1cccc(S(=O)(=O)N2CCOCC2)c1 | 3 | 8 | -6 | 9 | 4
17 | Cc1cc([N+](=O)[O-])nn1CCCC(=O)Nc1cccc(Cl)c1Cl | 7 | -7 | 5 | -35 | 2
18 | Cc1ccc(S(=O)(=O)n2nc(C)cc2N)cc1 | 6 | / | 1 | 5 | 21
19 | Cc1ccc(C(=O)N/C(=C\c2cccc([N+](=O)[O-])c2)C(=O)NCc2ccncc2)cc1 | 3 | 9 | -2 | -3 | -6
20 | Cc1cnc(NC(=O)c2ccccn2)s1 | 13 | 0 | -10 | 2 | 8
21 | O=C(/C=C/c1ccc(Cl)cc1Cl)c1cccnc1 | 22 | 23 | -6 | -14 | -2
22 | O=C(NNC(=O)c1cccs1)c1ccc(S(=O)(=O)N2CCCCC2)cc1 | 8 | / | -9 | 6 | 2
23 | O=C(OCc1nc2ccccc2c(=O)[nH]1)c1cccs1 | 11 | 2 | 3 | -8 | 4
24 | N[C@@H](Cc1ccccc1)c1nnc(SCc2ccccc2Cl)o1 | 5 | 9 | -1 | 4 | 4[fluorescence artefact?]
25 | CCc1cc2c3c(c1)C1(C(=O)N3C(C)(C)C=C2C)C(C#N)=C(N)Oc2[nH]c(=O)[nH]c(=O)c21 (stereo not given) | 4 | -7 | -6 | 21 | 0
26 | CCCNC(=O)C/C(C)=N/NC(=O)C(=O)Nc1ccccn1 | 8 | 2 | 6 | -15 | 1
27 | COc1ccccc1NC(=O)COC(=O)c1ccc([N+](=O)[O-])s1 | 13 | 11 | -12 | -67 | 4
28 | COc1ccc(Cc2noc(CN3CCCN(Cc4ccc(F)cc4)CC3)n2)cc1OC | 7 | -7 | 9 | -20 | -2
29 | Cc1ccc(C(=O)OCC(=O)Nc2ccccc2Cl)c(O)c1 | 8 | / | -12 | 1 | 1
30 | Cc1nn2c(COc3ccc(NC(=O)c4ccccc4)cc3)nnc2c2ccccc12 | 5 | 2 | -5 | 13 | 4

cpd | Hck Nef HTS | L929 necroptosis | m-calpain inh | 14-3-3 Bad inh
14 | 17 | 72 | -13 | -10
15 | 1 | -0.8 | 13 | -16
16 | 0 | 2.4 | -42 | -18
17 | -3 | 0.6 | 29 | 15
18 | -6 | -0.7 | 10 | -7
19 | -1 | -0.6 | -12 | 10
20 | 0 | 1.1 | 22 | -5
21 | 0 | 0.1 | -8 | 39
22 | 0 | -0.2 | -4 | 6
23 | 0 | 0.3 | -39 | 6
24 | 4 | -0.8 | 1 | 12[fluorescence artefact?]
25 | 29 | 2.4 | -3 | -5
26 | 24 | 0.4 | 23 | 3
27 | 19 | 3.1 | -4 | -13
28 | 27 | -1.8 | 15 | 5
29 | 6 | 0.3 | 5 | -2
30 | 4 | 2.1 | 0 | 16

An excerpt from above in order of the Hck Nef HTS value, largest number first:
item	smiles	Hck Nef HTS
3	CCOC(=O)c1cc(C(=O)Nc2ccc(C)c(F)c2)nn1C	106*
25	CCc1cc2c3c(c1)C1(C(=O)N3C(C)(C)C=C2C)C(C#N)=C(N)Oc2[nH]c(=O)[nH]c(=O)c21 (stereo not given)	29
26	CCCNC(=O)C/C(C)=N/NC(=O)C(=O)Nc1ccccn1	24
6	Cn1ccnc1/C(=N\NC(=O)c1ccc(O)cc1)c1cccc([N+](=O)[O-])c1	19
2	Cc1cc(Cl)ccc1NC(=S)NCc1cccs1	0
19	Cc1ccc(C(=O)N/C(=C\c2cccc([N+](=O)[O-])c2)C(=O)NCc2ccncc2)cc1	-1
17	Cc1cc([N+](=O)[O-])nn1CCCC(=O)Nc1cccc(Cl)c1Cl	-3

Other records:
cpd | smiles | EP2 antag | Rad51 HR inh | Tb hexokinase | EP2 mod | eIF4E 4G PPI
31 | COc1ccc(C2NC(C(=O)O)Cc3c2[nH]c2ccccc32)cc1CN1CCN(c2ccc(F)cc2)CC1 (stereo not given) | 2 | -18 | -8 | -18 | 1
32 | C#CCOc1ccccc1CNc1ccccc1 | 9 | / | -5 | 53 | 3
33 | Cc1c(O)c(CN2CCCCC2)cc2c3c(c(=O)oc12)CCC3 | 7 | 5 | -22 | -18 | -6
34 | COc1ccc(NC(=O)c2nc[nH]c2C(=O)N(C)Cc2ccccc2)cc1 | 3 | -2 | -12 | -7 | -1
35 | O=C(O)c1ccoc1CN1CCCCC1 | 8 | -6 | -1 | 22 | -1[fluorescence artefact?]
36 | CCOC(=O)C(NC(=O)CCC(=O)Nc1ccc(S(N)(=O)=O)cc1)C(O)c1ccccc1 (stereo not given) | 10 | 0 | 1 | 16 | 5
37 | CC(C)n1c(SCc2ccc(Cl)cc2)nc2c1c(=O)[nH]c(=O)n2C | 13 | / | 7 | -21 | -4
38 | CCOC(=O)/C(C#N)=C1/C=Nc2ccccc2N1 | 7 | -5 | -8 | 6 | -9
39 | Cc1cc(S(=O)(=O)N2CCCC2)ccc1OCC(=O)N1CCOCC1 | 7 | 9 | -3 | 11 | 1
40 | CC(C)C(C(=O)NCc1ccco1)N(C(=O)CNS(=O)(=O)c1ccccc1)c1ccccc1 (stereo not given) | 6 | -2 | -15 | 10 | 1
41 | COc1cc(Cl)cc(C(=O)O)c1OCC(=O)O | 2 | 22 | -2 | 16 | 1
42 | O=[N+]([O-])c1cc2c(cc1/C=N/Nc1nc(Nc3ccccc3)nc(N3CCCCC3)n1)OCO2 | 3 | -11 | -8 | 4 | -8
43 | COc1ccc(C(c2nnnn2CS(=O)(=O)c2ccc(C)cc2)N2CCN(Cc3ccccc3)CC2)cc1 (stereo not given) | 17 | 3 | -6 | / | /
44 | COC(=O)COc1ccc2c(-c3ccc(OC)cc3)cc(=O)oc2c1 | 10 | 3 | -14 | 41 | 4
45 | O=C(CCC1CCCN(C(=O)Cn2cnnn2)C1)NCc1ccccc1F (stereo not given) | 2 | / | -6 | -35 | 0
46 | COc1ccc(C2C(C(=O)O)CCC(=O)N2c2ccc(C)cc2)cc1OC (stereo not given) | 5 | 31 | 4 | -20 | 2
47 | CC12CC3(C)CC(C)(C1)CC(C(=O)Nc1nn[nH]n1)(C2)C3 | 7 | 8 | 8 | 18 | 1

cpd | Hck Nef HTS | L929 necroptosis | m-calpain inh | 14-3-3 Bad inh
31 | 14 | 0.5 | -7 | 1
32 | 1 | 0.7 | -7 | 7
33 | 9 | 0.5 | i | -1
34 | 29 | -0.2 | -20 | -3
35 | -1 | 0.4 | 13 | 41[fluorescence artefact?]
36 | -1 | 1.8 | 20 | -4
37 | 3 | -0.2 | 0 | 2
38 | -5 | -0.4 | 11 | 15
39 | 13 | 0.7 | 15 | 1
40 | 21 | 0.8 | -7 | -9
41 | 14 | 0.3 | -5 | 6
42 | 4 | 0.2 | -164 | -7
43 | -1 | 0.0 | / | /
44 | 0 | 0.2 | -89 | -9[fluorescence artefact?]
45 | -1 | 0.1 | 9 | 0
46 | 20 | -0.9 | -3 | -1
47 | -2 | 0.1 | -17 | 5

Source: PubChem
